XIAP displacement: XIAP antagonists, biochemical, IAP family, fluorescence polarization (AID 1018) | XIAP BIR domain, fluorescence polarization peptide displacement; higher % means a stronger effect | one-dose displacement, % at 20 µM; IC50 in µM for titrated hits | actives 0.007% (n = 200,000); in the data active means displacement above about 50%; further: a part of the inactive calls stands beside numbers as strong as those of hits
P. falciparum M17LAP: P. falciparum M17LAP inhibitors, primary screen, biochemical, fluorogenic H-Leu-NHMec substrate, 1536-well (AID 1619) | recombinant M17LAP, H-Leu-NHMec fluorogenic kinetic assay; higher % means a stronger effect | inhibition, % at 30 µM, or IC50 in µM where a hit was titrated | actives 0.38% (n = 220,000);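 active means compound inhibiting the enzyme by more than half at any dose during confirmatory dose-response retesting; inconclusive means strong single-dose inhibitors picked by rank but not retested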;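 further: plate controls were full reaction with DMSO carrier for no effect and no enzyme background for full effect; strong numbers were not always called active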
Salmonella PhoP GFP: inhibitors of PhoP regulon expression, primary screen, Salmonella Typhimurium, GFP reporter (AID 1863) | inhibition, % at 50 µM, or IC50 in µM where a hit was titrated | actives 0.16% (n = 300,000) | S. Typhimurium PhoP-regulated promoter GFP reporter, 4 h; higher % means a stronger effect;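 active means inhibition over 29.93%, a cutoff 3 SD above the screen mean, later confirmed by dose response; inconclusive means inhibition over 29.93% but no dose response follow-up; inactive means inhibition at most 29.93% or unconfirmed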;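 further: 0% = low Mg2+ inducing control and 100% = high Mg2+ repressing control; strong numbers were not always called active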
West Nile virus CPE: inhibition of WNV-induced cytopathic effect – cell-based, CPE readout (AID 1621) | West Nile virus-infected cells, CPE inhibition; higher % means a stronger effect | one-dose CPE inhibition, % at 10 µM; IC50 in µM for titrated hits | actives 0.02% (n = 290,000); in the data active means a potency from the dose series; inconclusive means CPE inhibition mostly from about 3.7% at the one dose, without a potency; inactive means the rest, 99 in 100 with CPE inhibition below about 2.2%; further: strong numbers were not always called active
human PMI inhibitors: MPI inhibition at elevated mannose 6-phosphate – biochemical, fluorescence intensity, high mannose 6-phosphate, primary screen (AID 1220) | recombinant PMI enzyme, coupled fluorescence intensity; higher % means a stronger effect | inhibition, % at 20 µM, or IC50 in µM where a hit was titrated | actives 0.66% (n = 190,000); in the data active means inhibition above about 50%
Siah-1 displacement: Siah-1 peptide-binding antagonists, primary screen, biochemical, fluorescence polarization, rhodamine-plectin, uHTS (AID 1817); Siah-1 / rhodamine-plectin peptide fluorescence polarization; higher % means a stronger effect; actives 0.02% (n = 290,000); displacement, % at 20 µM; hits with a dose series show IC50 in µM;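 active means displacement of at least 50% at 20 µM, with a fluorescence ratio check between 0.3 and a set limit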;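 further: plate controls were Siah plus tracer with DMSO for no effect and tracer alone without Siah for full effect; strong numbers were not always called active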
M1AAP inhibition: malaria alanyl aminopeptidase activity blockers – biochemical, fluorogenic H-Leu-NHMec substrate, 1536-well (AID 1445). inhibition, % at 30 µM; hits with a dose series show IC50 in µM. recombinant M1AAP, H-Leu-NHMec fluorogenic kinetic assay; higher % means a stronger effect. actives 0.42% (n = 220,000);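 active means primary inhibition above the hit cutoff, then over 50% inhibition at one or more dose response concentrations, cut at about 23% in these data, passing the limit was not always enough; inconclusive means conflicting primary data, or primary hits not chosen for dose response; inactive means low primary inhibition, or under 50% at every dose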;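 further: plate controls were DMSO full reaction for no effect and no enzyme background for full effect; strong numbers were not always called active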
ER stress rescue: protection against thapsigargin-triggered cell killing – 384-well, CSM14.1, ATP luminescence, primary screen (AID 1222); CSM14.1 thapsigargin-induced death rescue, ATP luminescence; higher % means a stronger effect; cellular ATP content (survival), % at 20 µM; hits with a dose series show EC50 in µM; 190,000 tested, under 10 active;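 active means EC50 below 50 µM in the dose-response confirmation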;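 further: death triggered by thapsigargin at about 15 µM added after 2 h compound pretreatment; cell ATP read after overnight thapsigargin exposure of roughly 18 to 22 hours; normalized against plate controls of thapsigargin alone and 5% DMSO vehicle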
Yfh1-off respiration: mitochondrial function rescue without frataxin homolog – Friedreich's ataxia, plus single-dose screen, dose response (AID 1465); S. cerevisiae Yfh1-off respiration, WST-1 reduction, 72 h; higher fold induction means a stronger effect; fold induction at 50 µM; hits with a dose series show EC50 in µM; actives 0.074% (n = 220,000);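 active means fold induction of absorbance versus untreated yeast above a set limit, then at least 30% activation at any dose in follow-up; inconclusive means repeats straddling the limit, or above it without dose testing; inactive means fold induction below the set limit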;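 further: activators that raise dye reduction in frataxin-depleted yeast; strong numbers were not always called active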
* marks the source's active call; other numbers are inactive results; i = inactive; ? = inconclusive; · = not tested or not shown.

compound	XIAP displacement	P. falciparum M17LAP	Salmonella PhoP GFP	West Nile virus CPE	human PMI inhibitors	Siah-1 displacement	M1AAP inhibition	ER stress rescue	Yfh1-off respiration
CCNC(=S)N(CCc1c(C)[nH]c2ccc(C)cc12)Cc1cccs1	-3.5%	1%	-14%	-1.2%	18%	-6%	-1%	1.0%	i
Cc1cccc(C)c1NC(=O)c1ccc(-c2ccc(Cl)cc2Cl)o1	-8.2%	1%	-2%	-0.2%	23%	3%	4%	-1.4%	i
Oc1ccccc1-c1nnc(COc2ccccc2)o1	-3.0%	-4%	9%	0.7%	-20%	0%	10%	-0.4%	i
Cc1csc2c(=O)n3c(nc12)CCCCC3	-2.8%	-6%	17%	-0.2%	-1%	4%	-6%	-2.2%	i
ON1C(c2ccc(Cl)cc2Cl)N(O)[C@H]2CCCC[C@H]21 (stereo partly specified)	-5.0%	9%	11%	0.2%	-13%	0%	5%	-0.3%	i
CSc1cccc(NC(=O)OC2CCCCCCCCCCC2)c1	·	-9%	-8%	-0.5%	·	2%	0%	·	i
CC(=O)/C=N/Nc1ccccc1	-10%	10%	-14%	-0.3%	-48%	1%	?	-2.0%	i
COc1cc(C(CCN2CCCC2)c2c(OC)cc(OC)c3ccc(=O)oc23)cc(OC)c1OC (stereo unspecified)	·	12%	2%	-1.1%	·	-2%	2%	·	i
Cc1cc(NC(=O)c2ccccc2)n(-c2ccccc2)n1	-4.6%	3%	-5%	-0.6%	-2%	3%	?	0.0%	i
Cc1ccc(C2N=C(N)Nc3nc4ccccc4n32)cc1 (stereo unspecified)	-8.0%	-4%	6%	-0.2%	-13%	-5%	3%	-3.8%	i
CCOC(=O)CNC(=O)CSc1nc2cccnc2n1C1CCCCC1	-3.9%	-5%	21%	0.1%	0%	0%	7%	-0.9%	i
Cc1ccc(C(=O)OCC(=O)Nc2ccccc2Cl)c(O)c1	·	-7%	-18%	-0.2%	·	-4%	-2%	·	i
COc1ccc(CCn2c(N)cc(=O)[nH]c2=S)cc1OC	-1.0%	-11%	-1%	0.5%	3%	5%	9%	-1.5%	i
COc1ccccc1N(C)S(=O)(=O)c1ccc(C(=O)Nc2ccc3nc(C)sc3c2)cc1	1.3%	-2%	-3%	-0.9%	7%	-5%	5%	-4.0%	i
O=C(COc1ccccc1Br)NC1CCCC1	-17%	6%	-1%	-0.7%	2%	-1%	15%	-0.9%	i
CCN(CC)C(=O)c1cc(-c2ccc(Br)cc2)on1	-0.6%	2%	-8%	-0.4%	10%	2%	4%	-0.7%	i
Cc1ccc(NC(=O)CCc2nc3ccccc3s2)c(O)c1	-9.9%	-1%	-3%	0.6%	14%	-7%	3%	-1.4%	i
Cc1ccc(C(=O)N/N=C/c2cn(Cc3ccccc3)c3ccccc23)cn1	·	1%	-10%	0.6%	·	2%	7%	·	i
Cc1ccc(-n2c(C)cc(-c3csc(N)n3)c2C)cc1	-2.9%	2%	48%	-0.6%	-54%	30%	8%	-3.2%	i
Cc1ccc(OCc2nnc(SC3CCc4ccccc4C3=O)n2C)cc1 (stereo unspecified)	-12%	-3%	-1%	-1.8%	49%	-2%	2%	-2.6%	i
N#Cc1cc(-c2ccccc2)oc1NC(=O)c1ccco1	-7.7%	12%	0%	0.2%	7%	-4%	3%	-1.1%	i
Cc1c(C(=O)Nc2ccccc2)sc2nc(-c3ccccc3)cn12	-2.0%	4%	0%	0.2%	9%	10%	2%	-2.2%	i
COC(=O)c1sccc1S(=O)(=O)Nc1ccc(Cl)cc1	·	0%	-10%	-0.7%	·	10%	4%	·	i
Cc1ccc(C)c(N(CC(=O)NN=C2CCN(C)CC2)S(=O)(=O)c2ccccc2)c1	-18%	2%	1%	-0.7%	0%	-2%	-4%	0.6%	i
Cc1cc2cc(CN(Cc3ccc4c(c3)OCO4)C(=O)c3ccco3)c(=O)[nH]c2cc1C	-21%	1%	16%	0.3%	18%	4%	-10%	1.0%	i
Cc1ccc(Sc2nc(-c3ccccc3)ccc2C#N)cc1	1.6%	-7%	-1%	0.4%	-3%	5%	-2%	-0.4%	i
C[N+]1(CCCCCCC(=O)/C=N/O)CCCCCC1	-4.8%	-22%	2%	0.1%	17%	-5%	13%	-1.1%	i
O=C(Cc1cnn(-c2ccccc2)c1)c1ccc(O)c(O)c1O	-4.6%	55%	4%	-0.4%	4.7µM*	24%	18%	-0.5%	i
Cc1ccc(C)c(NC(=O)CN(C)C(=O)Cc2ccccc2)c1	-8.8%	7%	-2%	-0.7%	6%	11%	5%	0.1%	i
O=C(Nc1cccc(C(F)(F)F)c1)c1ccc(-n2cncn2)nc1	-0.2%	8%	2%	-1.1%	3%	4%	11%	·	i
COc1ccc(NC(=O)c2ccc(COc3ccc(C)cc3)o2)cc1	-6.0%	4%	1%	0.1%	10%	2%	-2%	1.1%	i
CCc1ccc(-c2nnn(CCC(=O)OC)n2)cc1	-5.1%	-1%	-5%	0.2%	3%	-8%	-2%	-0.9%	i
CN(C)S(=O)(=O)c1ccc(C(=O)OCC(=O)NCc2ccco2)cc1	-5.7%	-1%	-6%	1.0%	11%	-4%	0%	1.1%	i
COC(=O)c1ccc(C(=O)OC)c(NC(=S)N2CCCC(CO)C2)c1 (stereo unspecified)	-3.8%	-2%	-4%	0.4%	-13%	6%	8%	-0.4%	i
CCOc1cccc(C(=O)Nc2cnn(Cc3ccccc3)c2)c1	-3.9%	0%	3%	-0.5%	12%	4%	5%	0.3%	i
CCCN(CCC)CCSc1nc(O)c(C(C)C)c(=O)[nH]1	-7.9%	-10%	-1%	0.0%	-4%	-1%	1%	-1.1%	i
NC(=O)CSc1nnc(CNc2cccc(Cl)c2)n1CCc1ccccc1	-16%	6%	3%	-0.9%	16%	-3%	4%	-1.5%	i
CCN1CCN(CCC(=O)Nc2ccccc2OC)CC1	-2.2%	1%	2%	0.9%	0%	-1%	-2%	0.8%	i
Clc1ncnc2scc(-c3ccccc3)c12	-2.0%	9%	16%	0.1%	1%	2%	-5%	-2.9%	i
C=CCOc1c(CNc2cccc(C(=O)O)c2)cccc1OC	-2.1%	2%	-4%	1.8%	0%	2%	8%	-1.5%	i
CC1=C(C)CC(C(=O)NCC(=O)c2ccccc2)C(C(=O)O)C1 (stereo unspecified)	-6.7%	14%	4%	-0.5%	-12%	-1%	8%	-1.2%	i
O=C(CNCCc1ccc(Cl)cc1Cl)NCc1ccco1	-3.6%	-2%	23%	-0.2%	10%	2%	-3%	-1.1%	i
Cc1occc1-c1nnc(SCC(=O)NCc2ccco2)n1CC(C)C	-0.6%	17%	2%	-0.5%	8%	-4%	1%	2.9%	i
O=C(c1ccco1)c1nnn(Cc2ccccc2)c1-c1ccccc1	-3.4%	-7%	-8%	-0.3%	-5%	0%	5%	0.2%	i
Cc1ccc(C(=O)NNC(=O)CSc2nnc(CNc3ccc(F)cc3)n2C)cc1	-0.4%	-2%	3%	0.2%	0%	-9%	-14%	0.6%	i
COc1cc(C(=S)N2CCOCC2)ccc1OC(=O)Cc1ccc(F)cc1	-1.1%	-6%	-5%	0.7%	5%	2%	-6%	-1.4%	i
CC(C)COC(=O)c1ccc(N2C(=O)c3ccccc3C2=O)cc1	-2.4%	4%	5%	0.6%	-3%	4%	-3%	-1.5%	i
CC(=O)c1cc(CN2CCN(C3CCCCC3)C(CCO)C2)cs1 (stereo unspecified)	-3.9%	-8%	2%	0.1%	-3%	-2%	-5%	-1.2%	i
CCO[C@H]1OC(C(=O)N2CCN(C)CC2)=C[C@@H](c2ccc3c(c2)OCO3)[C@@H]1CCCO	1.8%	-6%	-8%	0.1%	4%	3%	0%	3.5%	i
Cc1ccc(Oc2ccc(Cl)cc2NC(=O)c2cnccn2)cc1	-4.7%	0%	-6%	-0.1%	-5%	0%	11%	-1.0%	i
COc1ccccc1-c1nc(C#N)c(N2CCCCCC2)o1	-7.8%	-43%	5%	1.1%	0%	-5%	19%	-1.7%	i
CCOC(=O)C1CCCN(Cc2ccc(OCC)cc2)C1 (stereo unspecified)	-1.0%	14%	1%	0.7%	-6%	3%	19%	1.3%	i
CCC(C)N(C(=O)Cn1nnc2ccccc21)C(C(=O)NCc1ccco1)c1cccc(OC)c1 (stereo unspecified)	-3.8%	8%	-4%	-0.5%	-5%	-1%	9%	0.5%	i
O=C(NCc1ccccc1)c1onc(CSc2ccc(F)cc2)c1C(=O)NCCCN1CCOCC1	1.1%	6%	-3%	-0.5%	3%	-1%	11%	-1.0%	i
Cn1c(N)c(C(=O)COC(=O)c2ccccn2)c(=O)n(C)c1=O	-1.7%	6%	-10%	0.5%	-7%	4%	2%	-0.7%	i
Cc1cc(C)nc(NS(=O)(=O)c2ccc(NC(=S)NC(=O)c3ccco3)cc2)n1	-4.5%	16%	-1%	0.4%	-4%	9%	14%	1.0%	i
O=C1N=C(N2CCOCC2)S/C1=C/c1ccc(-c2ccccc2Cl)o1	-6.2%	-1%	-11%	-0.8%	4%	2%	8%	-2.3%	i
CC1(C)CC(=O)N(Cc2ccccc2)C(=O)C1	0.9%	3%	14%	-0.5%	-7%	-1%	4%	-0.5%	i
CCOC(=O)CSc1nnc(CNC(=O)c2cccs2)n1-c1cc(OC)ccc1OC	2.4%	4%	7%	0.5%	4%	-1%	6%	·	i
O=C(CCC(=O)NNC(=O)c1ccccc1[N+](=O)[O-])NCc1ccccc1	-5.4%	2%	9%	0.8%	8%	2%	4%	-1.3%	i

Next section.
compound	XIAP displacement	P. falciparum M17LAP	Salmonella PhoP GFP	West Nile virus CPE	human PMI inhibitors	Siah-1 displacement	M1AAP inhibition	ER stress rescue	Yfh1-off respiration
CC1=CC(C)(C)NC(=S)N1c1cccc2ccccc12	-3.1%	3%	4%	0.0%	8%	2%	3%	-1.6%	i
O=C(CC1C(=O)NCCN1Cc1cccc(Oc2ccccc2)c1)NCCn1cccn1 (stereo unspecified)	-0.5%	0%	0%	-0.2%	26%	2%	-3%	-1.4%	i
O=C(CCN1C(=O)c2ccccc2C1=O)Nc1ccc2c(c1)OCCO2	-9.9%	11%	3%	0.9%	2%	0%	6%	-1.8%	i
c1ccc2c(c1)N1CCCN=C1N2CCN1CCCCC1	14%	35%	0%	-1.1%	-6%	3%	4%	-1.4%	i
CC1=CCn2c(=O)c3ccccc3c(=O)n2C1	-5.8%	1%	7%	0.1%	2%	0%	2%	0.3%	i
